# p53 reactivator = qHTS assay for re-activators of p53 using a Luc reporter; H1299 p53-A138V BP100-luciferase reporter, luminescence, 24 h; actives 0.063% (n = 320,000); Potency, µM (series often up to 92.2 µM), inactives show top-dose activity change, positive = activation, hits mostly activators; AID 504706, 2011; further: potency means the concentration at half of the fitted maximal effect; % of control where 0% means no effect; nearly all actives have a fitted effect of over 45% in size
#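 H1299 (p53-null), stable ts p53-A138V + BP100-Luc; 1000 cells/well, Opti-MEM/10% FBS; cpd 4 pt, 1:5; 24 h, 37 deg C, 5% CO2; detection reagent 10 min RT; luminescence.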
# ASM inhibitor = Inhibitors of Secretory Acid Sphingomyelinase (S-ASM): qHTS. Sphingomyelin phosphodiesterase (Homo sapiens), P17405. placental ASM, HMU-PC fluorogenic substrate, 60 min. Potency, µM (doses to about 57.5 µM), for inactives: at the highest dose activity change, negative = inhibition, usual class: inhibitors. actives 0.006% (n = 340,000); further: potency means the concentration at half of the fitted maximal effect
#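 Fluorescence read-out (Ex 386 nm, Em 447 nm) after stopping the reaction at pH 10. Enzyme: ASM from human placenta; substrate HMU-PC0, 9 uM final; 60 min, 37 °C. Compound preincubation 10 min, ambient temperature.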
# a7 integrin act = qHTS for Activators of Integrin-Mediated Alleviation for Muscular Dystrophy. alpha7betagal myoblasts, beta-gal FDG fluorescence, 48 h. AID 624291, 2012. actives 0.064% (n = 350,000). Potency, µM (doses to about 38.3 µM), inactives show top-dose activation, actives largely listed as activators;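 further: potency means the concentration at half of the fitted maximal effect; 100% = response of the positive control SU9516; nearly all actives have a fitted effect of over 60% in size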
#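 alpha7betagal+/- myoblasts (passage 13, 250/well) treated 48 h at 37C with compounds at 1:260 dilution of DMSO stock. Lysed, then beta-galactosidase activity read as FDG fluorescence (ex 480/em 540) after 30 min, with pre-read for autofluorescence.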
# BRCA1 expr act = qHTS Assay to Identify Small Molecule Activators of BRCA1 Expression; MCF7-BRCA1-FFLuc reporter, luminescence, 48 h; response scale: scaled: vehicle 0%, 10 µM genistein 100%; Potency, µM (highest dose often 46.1 µM), inactives show top-dose activation, actives largely listed as activators; actives 1.1% (n = 380,000); further: potency means the concentration at half of the fitted maximal effect; nearly all actives have a fitted effect of over 80% in size; some results filed as inactive show a strong effect at the top dose
#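 Luminescence from a BRCA1-driven firefly luciferase in MCF7 cells was the read-out, taken 15 min after substrate addition following 48 h compound exposure at 37 °C. Data were normalized to a 10 microM genistein control and DMSO vehicle.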
# uPA generation = qHTS for Inhibitors of Cell Surface uPA Generation | cell surface uPA generation assay, qHTS | Potency, µM (titrated, usually from 38.3 µM), for inactives: at the top dose activity change, negative = inhibition, most hits filed as inhibitors | actives 0.31% (n = 330,000); active means well fitted inhibition curve with a large enough effect; inconclusive means small, poorly fitted or top-dose-only effect; inactive means no such curve, though single readings can be large or run the other way; tested in mouse RAW 264.7 cells; further: potency means the concentration at half of the fitted maximal effect; on the % scale 0 is the no-effect control and ±100 the full control effect; nearly all actives have a fitted effect of over 55% in size
# ELG1 genotoxic = qHTS screen for small molecules that induce genotoxicity in human embryonic kidney (HEK293T) cells expressing luciferase-tagged ELG1 | HEK293T ELG1-luciferase reporter, luminescence, 16 h | Potency, µM (titrated, usually from 46 µM), inactives show at the highest dose activity change, positive = activation, actives largely listed as activators | actives 1.3% (n = 330,000) | AID 504466, 2011; further: potency means the concentration at half of the fitted maximal effect; % of control where 0% means no effect; nearly all actives have a fitted effect of over 60% in size
#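 Luminescence read-out: rising ELG1-luciferase signal, reflecting elevated ELG1 protein under genetic stress, flags genotoxic compounds. Cells were treated for 16 hr at 37 °C before ONE-Glo detection.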
# USP2a block = qHTS Assay for Inhibitors of Ubiquitin-specific Protease USP2a Using CHOP2 as the Reporter; Potency, µM (doses to about 38.3 µM), for the others: top-dose activity change, negative = inhibition, usual class: inhibitors; Ubiquitin carboxyl-terminal hydrolase 2 (Homo sapiens), O75604; actives 0.01% (n = 330,000); USP2 core, Ub-CHOP2 coupled fluorogenic reporter, 485/531;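 further: potency means the concentration at half of the fitted maximal effect; plate controls were DMSO wells for no effect and full inhibition by NEM control for full effect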
#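 USP2 core (10nM final) preincubated 30min RT with compound in 20mM Tris-HCl pH 8.0, 2mM CaCl2, 2mM beta-mercaptoethanol, 0.05% CHAPS; 25nM Ub-CHOP2 plus 25nM reporter substrate added, fluorescence (Ex485/Em531) read after 60min.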
# PTAP TSG101 blk = qHTS Assay for Iinhibitors of HIV-1 Budding by Blocking the Interaction of PTAP/TSG101; Tumor susceptibility gene 101 protein (Homo sapiens), Q99816; 340,000 tested, under 10 active; Fluorescence polarization, FITC-PTAP peptide / Tsg101 binding; Potency, µM (highest dose often 115 µM), for the others: at the top dose activity change, negative = inhibition, actives largely listed as inhibitors; AID 493005, 2010; active means well fitted inhibition curve with a large enough effect in the main read-out, with a control signal flat, not every such curve was filed as active; inconclusive means small, poorly fitted or top-dose-only effect, or effect the other way, or a change in a side signal; inactive means no such curve, though single readings can be large or run the other way; further: potency means the concentration at half of the fitted maximal effect; % of control where 0% means no effect
# Target sequence (Q99816 whole entry, looked up): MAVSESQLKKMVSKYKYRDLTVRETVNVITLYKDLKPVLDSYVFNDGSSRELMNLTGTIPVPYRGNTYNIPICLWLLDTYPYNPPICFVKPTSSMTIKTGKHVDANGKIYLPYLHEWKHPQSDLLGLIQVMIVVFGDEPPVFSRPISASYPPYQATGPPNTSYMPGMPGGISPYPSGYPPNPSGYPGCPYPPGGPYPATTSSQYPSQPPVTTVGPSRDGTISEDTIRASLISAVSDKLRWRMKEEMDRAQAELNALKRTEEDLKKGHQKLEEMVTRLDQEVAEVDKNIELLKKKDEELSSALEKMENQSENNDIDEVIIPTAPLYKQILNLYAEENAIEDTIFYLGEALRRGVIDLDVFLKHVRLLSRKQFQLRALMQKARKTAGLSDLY
#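 Compounds were pin-transferred onto Tsg101 binding domain (10 uM final) in HEPES pH 7.5 buffer, then FITC-PTAP peptide was added at 50 nM final. After 20 min at RT, polarization reported peptide displacement across a qHTS concentration series.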
# B2AR arrestin = qHTS assay of beta-arrestin-biased ligands of beta2-adrenergic receptor. Beta-2 adrenergic receptor (Homo sapiens), P07550. beta-arrestin recruitment to beta2AR, cell-based reporter. AID 492947, 2010. actives 0.02% (n = 330,000). Potency, µM (doses to about 46.1 µM), for inactives: at the highest dose activation, hits mostly activators;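 further: potency means the concentration at half of the fitted maximal effect; 0% = DMSO controls and full agonism = EC100 isoproterenol or metaproterenol; nearly all actives have a fitted effect of over 65% in size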
# Target sequence (P07550 whole entry, looked up): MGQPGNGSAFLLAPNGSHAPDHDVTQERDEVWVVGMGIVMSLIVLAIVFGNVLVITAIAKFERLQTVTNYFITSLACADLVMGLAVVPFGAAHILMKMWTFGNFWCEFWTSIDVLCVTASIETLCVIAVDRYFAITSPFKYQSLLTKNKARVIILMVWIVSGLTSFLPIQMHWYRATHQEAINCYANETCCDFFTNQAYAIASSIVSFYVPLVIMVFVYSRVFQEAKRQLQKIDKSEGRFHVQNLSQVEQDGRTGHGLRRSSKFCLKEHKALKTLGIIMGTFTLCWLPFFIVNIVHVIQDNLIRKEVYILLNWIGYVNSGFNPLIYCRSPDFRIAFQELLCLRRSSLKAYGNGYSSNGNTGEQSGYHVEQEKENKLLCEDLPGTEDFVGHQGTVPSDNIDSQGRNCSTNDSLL
# TRPV1 agonist = HTS Assay for Compounds that Act as Agonists of the Vanilloid Receptor 1 | Transient receptor potential cation channel subfamily V member 1 (Homo sapiens), Q8NER1 | TRPV1-expressing cells, Fluo-8 calcium influx, agonist mode | activation, % at 8.33 µM | actives 0.19% (n = 320,000) | AID 540275, 2011; in the data active means activation above about 80%; inconclusive means between about 30% and that limit; further: 0% is about no effect
#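 Fluo-8 calcium influx in TRPV1-expressing cells, kinetic read (ex 480/em 520 nm). Compound added and read 3 min for agonist activity, followed by capsaicin at EC20 final and 2 min further read for enhancement.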
# Eya2 inh = qHTS Assay for Inhibitors of the Phosphatase Activity of Eya2; AID 488837, 2010; Protein phosphatase EYA2 (Homo sapiens), O00167; actives 0.006% (n = 330,000); Potency, µM (doses to about 76.9 µM), inactives show at the highest dose activity, negative = inhibition, usual class: inhibitors; recombinant Eya2, OMFP fluorescence dephosphorylation (OMFP is methylfluorescein phosphate); further: potency means the concentration at half of the fitted maximal effect; on the % scale 0 is the no-effect control and ±100 the full control effect
#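 Eya2 protein (added as 0.2 uM solution) was preincubated with compound for 10 min at ambient temperature in 50 mM HEPES pH 7.5, 50 mM NaCl, 5 uM MgCl2, 0.05% BSA, 1 mM DTT. OMFP (added at 50 uM) then reacted 10 min; fluorescence read at 485/525 nm.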
# * = called active by the depositor; u = inconclusive; x = no result given; [ ] = another dose, or the depositor's remark. Unless noted, the call rests on the fitted dose curve; in most records, active means well fitted curve in the direction sought with a large enough effect; inconclusive means small, poorly fitted or top-dose-only effect, or another doubt; inactive means no such curve, though single readings can be large; an effect the other way counts as inactive or inconclusive. Some of the compounds tested (hit frequency here may not be typical).
smiles | p53 reactivator | ASM inhibitor | a7 integrin act | BRCA1 expr act | uPA generation | ELG1 genotoxic | USP2a block | PTAP TSG101 blk | B2AR arrestin | TRPV1 agonist | Eya2 inh
NC(=O)c1ccsc1NC(=O)COC(=O)Cc1ccccc1 | 4% | -1% | -22% | 7% | 10% | -1% | -5% | -4% | 0.4% | 27 | -8%
O=C(CN1CCCC1)Nc1ccc(NC(=O)Nc2ccccc2)cc1 | u | 0% | -7% | 2.8µM* | 0% | 16% | -1% | -3% | 0.0% | -1 | 6%
CCOC(=O)c1c(C)n(Cc2ccccc2)c2ccc(O)cc12 | 2% | -14% | -12% | -31% | -2% | -4% | 1% | -2% | -0.8% | 7 | -15%
COc1ccc(-n2c(SCCN(C)C)nc3ccccc3c2=O)cc1 | -6% | 6% | -8% | 0% | -4% | 0% | 2% | -10% | -0.8% | 2 | -9%
CC1CCCCC1NC(=O)CNC(=S)N1CC2CC(C1)c1cccc(=O)n1C2 (stereo unspecified) | 5% | -2% | u | -9% | 6% | 0%[9.26 µM] | 4% | 0% | -0.3% | -1 | -7%
CCN(CC(=O)Nc1ccc(NC(C)=O)cc1)C(=O)CSC(c1ccccc1)c1ccccc1 | -16% | -18% | 0% | -15% | u | 0% | -5% | -9% | -0.7% | -1 | 0%
COc1ccc(C(=O)OC2CC[C@@]3(C)C4CCC5[C@]6(O)CC(O)[C@@]7(O)C(CN8CC(C)CCC8[C@@]7(C)O)[C@]6(O)C[C@@]53O[C@]24O)cc1OC (stereo partly specified) | -7% | -1% | u | -18% | -3% | 6% | 3% | -3% | 0.2% | 7 | 3%
Cc1ccc(C(=O)c2cc(Br)ccc2N)cc1 | 27% | -5% | 0% | -16% | 4% | u | 4% | -4% | 0.0% | 15 | 0%
CCOC(=O)C1SC2(C(F)F)CC1(O)c1c(c(OC)c3occc3c1OC)O2 (stereo unspecified) | u | 0% | -10% | 1% | -21% | -4% | -1% | -4% | -0.2% | 23 | -2%
CC(C)(C)C(=O)O[C@H]1CC[C@@]2(C)C(=CC(=O)C3C2CC[C@]2(C)C(=O)[C@H](O)CC32)C1 (stereo partly specified) | 1% | -6% | -24% | -16% | -3% | -1% | -1% | 0% | 0.2% | x | -7%
CC1CC(NC(=O)C2C3CCC(O3)C2C(=O)O)CC(C)(C)C1 (stereo unspecified) | u | 1% | -8% | -12% | -10% | u | -2% | -12% | 0.3% | 1 | 9%
O=[N+]([O-])c1ccc(C2[C@H]3C(c4ccccc4)=NC4(CCCCC4)N23)cc1 (stereo partly specified) | 2% | -11% | 31% | -11% | -5% | -6% | 4% | -2% | -1.1% | 22 | 8%
CNCC(O)c1cccc(OC(=O)c2ccccc2C)c1 (stereo unspecified) | -45%[inhibitor] | -2% | -41% | -15% | 6% | 4% | 6% | -6% | 0.1% | 1 | 5%
COC(=O)C1=C(c2cc3ccccc3s2)C[C@@H]2CC[C@H]1N2C(=O)NCc1ccc(C(F)(F)F)cc1 | x | -1% | -43% | -53% | u | x | x | -1% | x | x | x
C=CCn1c(O)c(/C(C)=N/N2CCCCCC2)c(=O)[nH]c1=O | -2% | -3% | -27% | -11% | 7% | -1% | 0% | 0% | 0.1% | 6 | 6%
CC(C)(C)c1csc(NC(=O)Nc2ccccc2)n1 | u | -1% | 5% | u | 3% | -1% | 0% | -10% | -0.1% | u | 2%
O=C(O)c1ccccc1NC(=O)N1C[C@H]2C[C@@H](C1)c1cccc(=O)n1C2 | 8% | 0% | 19% | -3% | 8% | 0% | 3% | -2% | -0.8% | 2 | -1%
COC(=O)C1=C(c2cc3ccccc3s2)C[C@@H]2CC[C@H]1N2C(=O)N1CCCC1 | x | 0% | -13% | -2% | 1% | x | x | 0% | x | x | x
Cn1c(O)c(/C=N/c2ncccn2)c(=O)n(C)c1=O | -2% | -2% | 0% | 17% | 3% | -1% | 6% | -1% | -0.3% | -1 | 7%
COC(=O)C(O)(c1ccc(NC(=O)c2cccs2)cc1)C(F)(F)F (stereo unspecified) | 3% | 5% | -13% | x | 5% | 17% | 2% | -5% | 0.0% | x | -5%

# Quoted from the entries so far (three entries):
smiles | p53 reactivator | ASM inhibitor | a7 integrin act | BRCA1 expr act | uPA generation | ELG1 genotoxic | USP2a block | PTAP TSG101 blk | B2AR arrestin | TRPV1 agonist | Eya2 inh
CC1CC(NC(=O)C2C3CCC(O3)C2C(=O)O)CC(C)(C)C1 (stereo unspecified) | u | 1% | -8% | -12% | -10% | u | -2% | -12% | 0.3% | 1 | 9%
O=[N+]([O-])c1ccc(C2[C@H]3C(c4ccccc4)=NC4(CCCCC4)N23)cc1 (stereo partly specified) | 2% | -11% | 31% | -11% | -5% | -6% | 4% | -2% | -1.1% | 22 | 8%
CNCC(O)c1cccc(OC(=O)c2ccccc2C)c1 (stereo unspecified) | -45%[inhibitor] | -2% | -41% | -15% | 6% | 4% | 6% | -6% | 0.1% | 1 | 5%

# Later entries.
Compound	p53 reactivator	ASM inhibitor	a7 integrin act	BRCA1 expr act	uPA generation	ELG1 genotoxic	USP2a block	PTAP TSG101 blk	B2AR arrestin	TRPV1 agonist	Eya2 inh
Cn1c(=O)oc(=O)c2ccccc21	x	126%[activator]	28%	-21%	-7%	x	x	-6%	x	x	x
CN(C)C(=O)Oc1ccc(Cl)c2cccnc12	0%	4%	13%	12%	-4%	-13%	-2%	-4%	-0.2%	-2	-27%
Cc1ccc(-n2c(O)c(C=NCc3ccccn3)c(=O)[nH]c2=S)cc1	-4%	0%	22%	-2%	17%	0%	2%	0%	0.4%	2	-18%
O=c1[nH]c(=S)[nH]c(O)c1C(c1ccccn1)c1c(O)[nH]c(=S)[nH]c1=O	1%	0%	u	16%	4%	1%	3%	0%	0.2%	-2	13%
O=C1NC(=S)N(c2ccc(Cl)cc2)C(=O)/C1=C/N1CCN(C(=O)c2ccco2)CC1	1%	-5%	4%	-10%	8%	0%	1%	2%	0.1%	-2	22%
O=c1cc(-c2ccc(O)c(O)c2)oc2cc(O)cc(O)c12	u	-9%	-23%	x	u	u	5%	0%	-0.9%	-2	-2%
Cc1nn(-c2nccs2)c2c1C(=O)CC(C)(C)C2Br (stereo unspecified)	x	-4%	4%	11%	u	x	x	0%	x	x	x
CC1CN=C(NC(C)c2ccccc2)S1 (stereo unspecified)	-8%	-1%	7%	3%	-10%	2%	1%	1%	-0.3%	1	1%
COC(C)(C)CCCC(C)C/C=C/C(C)=C/C(=O)OC(C)C (stereo unspecified)	0%	-2%	x	-7%	1%	-1%	0%	-2%	-0.4%	8	27%
Nc1n[nH]c(N)c1N=Nc1ccc2c(c1)OCO2	7%	-10%	-24%	10µM*	u	5%	0%	0%	-1.0%	2	10%
CNC(=O)OCCc1n(C)cc[n+]1C	5%	-2%	35%	1%	-1%	2%	3%	0%	-0.9%	0	2%
CCOc1cc2c(cc1OCC)-n1cccc1C(c1ccc(OC)c(OC)c1)NC2 (stereo unspecified)	3%	0%	-56%[inhibitor]	-21%	-30%	-9%	0%	-1%	-0.1%	1	-25%
c1cncc(CNCCc2c[nH]c3ccccc23)c1	0%	3%	-2%	16%	3%	5%	5%	-4%	0.0%	1	5%
CCCCCc1nc2ccccc2c(=O)n1-c1ccccc1[N+](=O)[O-]	-7%	-4%	5%	-46%	-25%	1%	1%	-4%	1.3%	11	-1%
